# OPRM1-OPRD1 ag = OPRM1-OPRD1 heterodimerization agonism; 340,000 compounds, 0.3% hits; cells, luminescence; activation, % at 9.3 µM; in the data active = activation above about 18%;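 also: 0% = vehicle-treated cells and 100% = reference agonist; values of inactives mirror those of a sister screen read the other way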
# Arrestin-AP2 inh = blocks beta-arrestin peptide binding to AP2 adaptin | FITC-arrestin peptide / GST-AP2 beads, flow cytometry; AP2 beta2 appendage carries R879A mutation | inhibition, % at 10 µM | 340,000 compounds, 0.31% hits;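 active = inhibition above a set limit, near 3 SD of compounds lacking own fluorescence, cut at about 54% in these data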;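 also: plate controls were DMSO wells for no effect and 5 µM unlabelled arrestin peptide for full effect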
#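 System: GST-AP2 R879A bound to glutathione beads, E. coli-expressed. Also added: 50 nM FITC-arrestin peptide. Schedule: compound with beads 12 min RT, then probe 1 h RT. Signal: bead flow cytometry, FITC channel. Read-out basis: percent response.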
# Wnt act = Wnt/beta-catenin pathway activation; AID 743398; 300,000 compounds, 1.2% hits; activation, % at 9.35 µM; Wnt/beta-catenin reporter cell assay, activator, plate reader; in the data active = activation above about 30%, passing the limit was not always enough;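 also: 0% = neutral control wells and 100% = positive control wells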
# Pemphigus Ab inh = blocks pemphigus antibody binding to human desmoglein-3; DSG3-coupled beads, scFv-anti-DSG3-GFP binding, flow cytometry; active compounds read low; binding (percent of control), % at 10 µM; 310,000 compounds, 0.48% hits;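 active = binding more than 3 SD below its plate's average and above zero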;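 also: hits lower antibody fragment binding to DSG3; some compounds called inactive have numbers as strong as hits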
# Target sequence (P32926 whole entry, looked up, the tested form may be a part): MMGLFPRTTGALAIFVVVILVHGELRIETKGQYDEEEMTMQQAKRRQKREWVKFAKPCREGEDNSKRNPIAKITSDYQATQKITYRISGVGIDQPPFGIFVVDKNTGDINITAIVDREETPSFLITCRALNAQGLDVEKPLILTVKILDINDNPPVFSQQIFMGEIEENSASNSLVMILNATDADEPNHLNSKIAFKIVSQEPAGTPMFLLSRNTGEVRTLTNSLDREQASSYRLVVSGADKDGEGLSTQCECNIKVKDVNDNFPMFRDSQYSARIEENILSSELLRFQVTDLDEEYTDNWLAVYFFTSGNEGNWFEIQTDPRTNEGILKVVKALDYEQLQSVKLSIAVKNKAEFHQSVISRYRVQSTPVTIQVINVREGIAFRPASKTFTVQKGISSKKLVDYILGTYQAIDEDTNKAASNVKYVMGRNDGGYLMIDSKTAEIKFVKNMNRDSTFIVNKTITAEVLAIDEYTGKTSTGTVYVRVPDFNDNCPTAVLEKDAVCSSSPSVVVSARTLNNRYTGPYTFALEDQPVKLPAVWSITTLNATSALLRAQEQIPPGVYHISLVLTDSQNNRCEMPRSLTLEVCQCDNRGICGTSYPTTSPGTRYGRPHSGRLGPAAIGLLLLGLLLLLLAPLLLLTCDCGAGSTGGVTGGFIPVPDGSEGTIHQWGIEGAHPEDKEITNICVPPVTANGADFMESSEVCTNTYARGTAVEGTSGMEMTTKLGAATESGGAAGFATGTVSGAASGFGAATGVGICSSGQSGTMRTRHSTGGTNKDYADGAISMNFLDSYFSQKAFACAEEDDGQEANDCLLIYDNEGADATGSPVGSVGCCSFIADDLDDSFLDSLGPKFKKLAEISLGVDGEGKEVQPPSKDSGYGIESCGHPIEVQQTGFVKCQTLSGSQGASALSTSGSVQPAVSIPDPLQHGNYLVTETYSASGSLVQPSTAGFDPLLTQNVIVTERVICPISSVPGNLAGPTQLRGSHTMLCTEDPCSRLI
# RTF Ca sens inh = cardiac RTF calcium desensitization. 340,000 compounds, 0.12% hits. IANBD-labeled cardiac RTF, Ca2+ fluorescence. AID 493244. P19429+P45379. inhibition, % at 7.15 µM;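 active = inhibition above the mean inhibition of all tested compounds plus 3 SD, cut at about 17% in these data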;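 also: assay run at fixed EC70 calcium of 1.6 mM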
# V-ATPase pH = regulators of yeast V-ATPase proton transport; S. cerevisiae, pHLuorin cytosolic pH fluorescence; response, % at 10 µM; 350,000 compounds, 0.37% hits; in the data active = response mostly above about 7.3%, no sharp cut-off; inactive = mostly below about 5.4%; also: actives read high; inactives centre near 0; some compounds called inactive have numbers as strong as hits; reference of the scale not given here
# cardiac RTF act = cardiac RTF calcium sensitization. IANBD-labeled TnC RTF fluorescence at EC20 calcium; 0% EC20 calcium, 100% full calcium. 340,000 compounds, 0.24% hits. P19429+P45379. activation, % at 7.2 µM;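 active = activation above the mean over all tested compounds plus 3 SD, cut at about 30% in these data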;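 also: rise in fluorescence read as greater calcium sensitivity of cardiac thin filaments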
# Keap1-Nrf2 PPI = disrupts human Keap1 binding to Nrf2 peptide. 340,000 compounds, 0.15% hits. Q14145. inhibition, % at 9.4 µM. Keap1 Kelch-Nrf2 peptide fluorescence polarization, 1536-well; in the data active = inhibition above about 12%;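 also: human Keap1 Kelch domain with fluorescein labeled Nrf2 9mer peptide probe; 0% = neutral control wells and 100% = peptide positive control; higher means more block of Keap1 binding to Nrf2 peptide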
# MOR-DOR inv ag = inverse agonists of human mu-delta opioid receptor heterodimerization; cell-based MOR-DOR heterodimer luminescence, inverse agonism; 340,000 compounds, 0.21% hits; AID 504357; P35372+P41143; inhibition, % at 9.3 µM; in the data active = inhibition above about 22%, passing the limit was not always enough;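 also: 0% = cells with DMSO and 100% = wells without cells with DMSO; values of inactives mirror those of a sister screen read the other way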
# C-LANA FP = KSHV C-LANA DNA binding inhibition. MBP-C-LANA/FAM-LBS DNA binding, fluorescence polarization. 340,000 compounds, 0.078% hits. inhibition, % at 9 µM;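 active = highest replicate inhibition at or above 60% at 9 µM, even if other replicates fall short; inactive = all replicates below 60% inhibition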;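 also: 0% = neutral control wells and 100% = 4 µM acridine orange control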
# Active calls of the source: *; / = not tested or not shown.
SMILES,OPRM1-OPRD1 ag,Arrestin-AP2 inh,Wnt act,Pemphigus Ab inh,RTF Ca sens inh,V-ATPase pH,cardiac RTF act,Keap1-Nrf2 PPI,MOR-DOR inv ag,C-LANA FP
COC(=O)c1cc(C(=O)Nn2cnnc2)cc([N+](=O)[O-])c1,1.7,-19,0,92,-11,0,-7,-3,-8,-1.2
NC1(C#Cc2ccc3c(=O)c4ccccc4sc3c2)CCCCC1,3.2,1,7,108,-34,8,8,-8,-17,-2.1
CCOC(=O)CSc1nnc(CNC(=O)Cc2ccccc2)n1C,-1.9,31,/,99,-9,-2,-4,-4,9,1.8
COc1ccc(C(=O)OCC(=O)NCC2CCCCC2)cc1S(=O)(=O)N1CCCc2ccccc21,-0.4,-1,0,77,5,-8,0,-2,2,0.2
CCN(CC)C(=O)COc1cc(C)cc2oc(=O)cc(-c3ccccc3)c12,-1.9,4,/,96,5,0,-2,0,9,0.8
CN(C)c1oc(-c2ccc(Cl)cc2)nc1S(=O)(=O)c1ccccc1,-1.8,3,-1,100,-9,1,-2,0,9,2.8
O=C(N/N=C/c1cccc2cccnc12)c1ccccc1O,-7.0,9,7,100,-7,-4,-5,-2,36*,-0.5
Cc1cccc(N2C(=O)CC(n3ccnc3)C2=O)c1C (stereo not drawn),-2.5,-11,0,/,-2,-1,1,-6,13,1.3
Cc1ccc(S(=O)(=O)N(C)C)cc1NC(=O)c1cc(=O)c2ccccc2o1,-1.2,-6,-2,93,-5,1,3,-6,8,-0.4
CC(C)(C)c1cc(Cl)ccc1OCCn1ccnc1,-3.3,1,-4,112,0,3,-4,0,17,-0.3
O=C(NCC(c1ccco1)N1CCN(c2ccccc2)CC1)OCc1ccccc1 (stereo not drawn),1.9,5,0,79,-16,3,-5,0,-13,-0.3
CCCc1nnc(NC(=O)CCC(=O)NCc2ccc(OC)cc2)s1,-1.7,4,2,106,-1,-1,5,-3,8,47
CCN(Cc1ccncc1)C(=O)c1ccc(Br)o1,-2.9,1,3,103,-10,-2,6,-2,15,-0.9
COc1ccc(N(C(=O)CNS(=O)(=O)c2ccccc2)C(C(=O)NCc2ccco2)C(C)C)cc1 (stereo not drawn),-2.6,-7,-1,113,7,12,1,-3,12,0.0
COc1cc(OC)c(N(C)S(=O)(=O)c2cccc(C(=O)OCC(=O)N(C)C3CCCCC3)c2)cc1Cl,0.9,-7,-9,106,-14,1,0,-3,-3,1.7
CSc1ccc(C2NC(=O)c3c(sc4c3CCN(C)C4)N2)cc1 (stereo not drawn),-0.2,7,-2,103,-37,2,22,-6,1,3.6
O=C(CCc1ccc(Oc2cc([N+](=O)[O-])cc([N+](=O)[O-])c2)cc1)N1CCCCC1,3.2,-2,/,103,-2,5,-2,-2,-18,1.1
COc1cc(/C=C/C(=O)OCC(=O)NCc2ccc3c(c2)OCO3)cc(OC)c1OC,2.1,-2,-1,/,-9,3,-1,-3,-9,0.4
Cc1ccccc1C(=O)N1CCN(c2ccc([N+](=O)[O-])c(N3CCOCC3)c2)CC1,-0.6,-3,/,96,-7,-3,-2,0,3,1.3
COc1cccc(Cn2cnc3c([N+](=O)[O-])c(C)c(C)cc32)c1,-1.2,2,-1,96,8,-1,-4,-3,7,-1.8
O=C(Nc1cccc(C(=O)N2CCCCCC2)c1)c1ccco1,-1.4,4,2,/,-13,-3,-4,1,6,-0.7
Cc1[nH]n2c(=O)cc(C(C)C)nc2c1-c1ccccc1,-3.9,21,/,99,3,-1,-1,2,19,-0.6
CCc1ccccc1NC(=O)c1onc(C)c1Cl,0.1,24,0,98,1,-1,2,4,-1,0.7
COc1ccc(-c2cc([N+](=O)[O-])ccc2OCC(=O)N(C)CC(=O)Nc2ccc(C)cc2)cc1,-0.3,1,-4,123,-3,4,7,-3,2,-1.6
COC(=O)C1=C(C)N(Cc2ccc(OC)cc2)C(=O)/C1=C\c1ccco1,-4.1,-17,-18,/,0,-4,-6,1,21,-0.3
CC1CC(C)CN(CCOc2ccccc2-c2ccccc2)C1 (stereo not drawn),0.7,13,/,127,-14,-4,2,-3,-4,1.1
CSc1nnc(C)c(=O)n1COC(=O)c1cc(Cl)ccc1[N+](=O)[O-],1.1,4,1,98,-2,2,-3,-7,-6,0.2
CCCCN(CCCC)C(=O)CN(C)S(=O)(=O)c1ccc2c(c1)n(C)c(=O)c(=O)n2C,-1.6,30,-2,94,-3,3,-1,2,8,-0.3
CCOC(=O)C1=C(CN2CCCCCC2)NC(=O)NC1c1ccc2c(c1)OCO2 (stereo not drawn),0.1,-12,-1,118,7,-4,-5,-3,0,-0.3
CC(C)CC(=O)Nc1nnc(SCC(=O)NC2CCCCC2)s1,-0.8,-1,0,105,1,4,0,-1,3,-0.3

# Profiles from above. Order of screens: OPRM1-OPRD1 ag, Arrestin-AP2 inh, Wnt act, Pemphigus Ab inh, RTF Ca sens inh, V-ATPase pH, cardiac RTF act, Keap1-Nrf2 PPI, MOR-DOR inv ag, C-LANA FP
# CSc1nnc(C)c(=O)n1COC(=O)c1cc(Cl)ccc1[N+](=O)[O-] reads 1.1, 4, 1, 98, -2, 2, -3, -7, -6, 0.2
# CC1CC(C)CN(CCOc2ccccc2-c2ccccc2)C1 (stereo not drawn) reads 0.7, 13, /, 127, -14, -4, 2, -3, -4, 1.1
# COc1ccc(N(C(=O)CNS(=O)(=O)c2ccccc2)C(C(=O)NCc2ccco2)C(C)C)cc1 (stereo not drawn) reads -2.6, -7, -1, 113, 7, 12, 1, -3, 12, 0.0
# CCOC(=O)C1=C(CN2CCCCCC2)NC(=O)NC1c1ccc2c(c1)OCO2 (stereo not drawn) reads 0.1, -12, -1, 118, 7, -4, -5, -3, 0, -0.3

# Further results follow:
SMILES,OPRM1-OPRD1 ag,Arrestin-AP2 inh,Wnt act,Pemphigus Ab inh,RTF Ca sens inh,V-ATPase pH,cardiac RTF act,Keap1-Nrf2 PPI,MOR-DOR inv ag,C-LANA FP
COC(=O)C(C)n1cnc2c(nnn2-c2ccc(OC)cc2)c1=O (stereo not drawn),-2.1,-1,-4,99,-1,1,1,3,12,0.3
Cc1ccnc(NS(=O)(=O)c2ccc(N3C(=O)c4ccccc4C3=O)cc2)n1,-2.3,1,4,97,2,0,-3,0,12,-0.4
Clc1ccccn1,-4.3,4,0,105,6,3,3,-5,23,2.2
O=C(NCc1ccccc1)C1CCCN1C(=O)Nc1ccccc1[N+](=O)[O-] (stereo not drawn),0.1,37,1,111,-9,-3,-9,4,0,-4.7
CC(=O)c1ccc(N2CCN(C(=O)CCN3C(=S)NC(C)(C)CC3C)CC2)cc1 (stereo not drawn),-2.4,-12,0,102,-7,2,0,-5,12,-0.2
Cc1cccc(C)c1OCC(O)CNC(C)(C)C (stereo not drawn),-0.9,6,-7,101,-3,0,-4,1,4,1.4
COc1ccc(CCNC(=O)CNC(=O)c2ccco2)cc1,-2.1,-9,0,96,4,0,4,0,12,-0.1
C/C=C(\C)CN1CCC(n2nccc2NC(=O)CCc2ccccc2)CC1,20*,16,-2,100,0,-3,-2,3,-110,0.0
CC[C@]12c3[nH]c4ccc(Cl)cc4c3CCN1C(=O)[C@@H](CC(=O)NCCC1=CCCCC1)C[C@@H]2C(=O)N1CCN(C(=O)c2ccco2)CC1,0.3,-14,-2,96,-6,3,-4,1,-1,-2.8
Cc1ncc([N+](=O)[O-])n1Cc1cccc(F)c1,-2.6,10,-2,117,-4,0,-1,-6,12,1.3
CCOC(=O)c1cccc(NC(=O)CCc2nnc3ccc(N4CCOCC4)nn23)c1,-1.4,-6,0,/,-10,-2,-5,-1,8,0.1
O=C(NC(=S)N1CCc2ccccc21)c1ccco1,-5.4,0,0,99,-6,-1,-3,-4,26,-0.1
COc1ccc2cc(CN(CCCN3CCOCC3)Cc3nnnn3C3CCCC3)c(=O)[nH]c2c1,-0.5,10,/,104,-18,0,-1,-2,3,-1.8
CCCCNC(=O)Cn1cnc2c(cnn2-c2ccc(C)c(C)c2)c1=O,-1.4,12,/,99,-2,5,2,-3,7,5.1
O=C(N/N=C/c1cccnc1)C1CCCN(S(=O)(=O)c2ccccc2)C1 (stereo not drawn),-1.1,19,/,104,-3,3,12,1,6,0.3
O=C(NCc1ccccc1)c1cc(-c2cccs2)on1,-1.6,10,-2,98,0,2,-5,-4,9,0.9
Cc1nc(SCC(=O)NCC2CCCO2)nc(C)c1C (stereo not drawn),-2.0,9,0,99,-9,-4,1,-4,8,-0.7
O=C(Nc1ccccc1)Nc1ccc(C(=O)N2CCOCC2)cc1,-1.8,-3,25,97,-17,-2,10,-1,10,-0.5
CC(C)C[C@@H](CN)NC(=O)c1nc[nH]c1C(=O)N[C@@H](CC(=O)O)C(=O)CNC[C@H](C)NC(=O)c1nc[nH]c1C(=O)N[C@@H](CC(=O)O)C(=O)O,0.3,49,-3,104,-9,0,2,-2,-2,0.3
O=C(CCS(=O)(=O)c1ccc(Cl)cc1)N1CCN(S(=O)(=O)c2cccs2)CC1,1.4,6,2,97,-1,1,7,-5,-8,0.0
Cc1nc2sc3c(c2c(=O)o1)CC(C)(C)OC3,-3.4,-4,-1,118,-7,1,-2,1,14,-0.9
Cc1ccc(C(=O)CSc2nnnn2Cc2ccccc2)cc1C,0.5,-3,1,98,-1,-1,-1,-6,-2,-0.5
O=C(C1CC(c2ccc(F)cc2)=NO1)N1CCN(Cc2ccccc2)CC1 (stereo not drawn),0.0,3,-1,108,-5,-4,0,-5,0,2.1
O=C1CCC(=O)N1c1ccccc1,-1.8,-7,0,115,-7,5,0,-3,10,-0.8
N#C/C(=N/Nc1ccc([N+](=O)[O-])cc1)C(=N)N1CCCCC1,-4.2,-4,/,99,3,1,-2,-7,21,-1.8
NC(=O)c1ccccc1NC(=O)Cc1cccs1,-1.1,-9,0,113,-8,-3,8,-3,6,-2.4
Cc1ccc(-n2[nH]c(C)c(/C=N/Nc3ccc([N+](=O)[O-])cc3[N+](=O)[O-])c2=O)cc1,-0.7,6,-2,92,10,0,-2,0,4,3.9
CCNc1ccc(Br)cc(C(=O)/C=C/c2ccccc2Cl)c1=O,-2.1,39,/,92,-7,-2,-1,-4,9,2.6
COc1ccccc1C(=O)NC(CCSC)C(=O)Nc1ccc(C)c(S(=O)(=O)N2CCOCC2)c1 (stereo not drawn),-1.6,-2,-1,99,0,-1,5,-5,6,-0.3
COc1cc(NC(=O)CSc2nnc3n2C(C)(C)Cc2ccccc2-3)cc(OC)c1,-0.3,24,0,85,3,-2,-5,-2,2,-0.3
CC(C)(C)C(=O)Nc1nc(=S)ss1,-2.9,-4,-4,103,-12,6,0,0,14,2.4
CC(C)NC(=O)CC1OC(=O)c2ccccc21 (stereo not drawn),-3.6,-3,/,102,-2,-3,0,1,16,-0.3
Cc1nccc2oc(=O)c(NC(=O)c3ccc(Cl)cc3)cc12,-1.3,-19,1,101,-1,1,1,-3,7,2.2
CC(C)OC(=O)[C@H]1[C@H](c2ccc(Cl)cc2)[C@@](C#N)(C(N)=O)[C@@H]2C=CC(C(N)=O)=CN21,-1.6,6,-1,107,1,6,2,-5,8,3.1
O=C(/C=C/Nc1ccccc1C(=O)O)c1cccs1,-2.6,0,/,116,0,3,6,-3,14,-0.7
COc1ccc(C)cc1NC(=O)C1C2C=CC(C2)C1C(=O)O (stereo not drawn),-2.2,1,/,98,1,-5,-7,-3,13,1.5

# High-throughput results from PubChem.
